Screening data as filed in PubChem.
hcDAF12 agonist: H. contortus DAF-12 nuclear receptor activators, primary screen, cell-based, luminescence, HEK293, lit1-tk-luc reporter. HEK293 hcDAF-12 lit1-tk-luc reporter; 0% DMSO, 100% Δ7-dafachronic acid. activation, % at 6.8 µM. hit rate 1.4% among 370,000;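 active = activation above the mean of all tested compounds plus 3 SD, cut at about 5.5% in these data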;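 also: 100% = response to 3 µM Δ7-dafachronic acid high control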
SMARCA2 activ: SMARCA2 (BRM) function activators, primary screen, cell-based, luminescence, high throughput. MG213 cells, MMTV-luciferase reporter, dexamethasone, overnight. activation, % at 9.1 µM. hit rate 1% among 370,000; in the data active = activation above about 7.8%;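 also: 0% = vehicle wells and 100% = reference activator wells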
DAX1 inh-1: DAX1 (NR0B1) inhibitors on StAR promoter, primary screen, cell-based, luminescence, SF-1 (NR5A1), full-length DAX-1; HEK293T StAR-luciferase reporter, SF-1/DAX-1 repression relief; inhibition, % at 6.8 µM; hit rate 1.1% among 370,000; AID 652010, 2013;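 active = inhibition above the mean over all tested compounds plus 3 SD, cut at about 3.6% in these data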;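 also: 0% = DAX-1 cells with DMSO and 100% = cells lacking DAX-1 with DMSO; higher inhibition means more luminescence from relief of DAX-1 repression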
FXN GAA850 act: FXN promoter activators, primary screen, cell-based, luciferase luminescence, HEK293 lucGAA850; activation, % at 6 µM; hit rate 0.56% among 360,000; HEK293 lucGAA850 FXN promoter luciferase reporter, 24 h; percent of 10 µM SAHA response;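 active = activation above the average of all compounds screened plus 3 SD, cutoff fixed separately per campaign, cut at about 7.5% in these data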;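 also: 0% = DMSO wells and 100% = 10 µM SAHA wells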
hgDAF12 agonist: H. glycines DAF-12 receptor agonists, primary screen, cell-based, luminescence, HEK293, GAL4 fusion, UAS-luciferase; Nuclear hormone receptor DAF-12 (Heterodera glycines), GAL4 fusion; HEK293 GAL4-hgDAF12 UAS-luciferase reporter, agonist luminescence; normalized to butyrate control; activation, % at 6.8 µM; hit rate 1.8% among 370,000; AID 687014, 2013;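 active = activation above a cutoff set at the mean of all screened compounds plus 3 SD, cut at about 10% in these data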;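 also: 0% = DMSO wells and 100% = sodium butyrate wells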
NPR1 activator: GC-A stimulated cGMP production enhancers – HEK293 GC-A cells, cGMP TR-FRET, EC30 ANP, primary screen | 0% at EC30 ANP, 100% saturating ANP | hit rate 0.14% among 370,000 | Atrial natriuretic peptide receptor 1 (Homo sapiens), P16066 | activation, % at 10 µM; in the data active = activation above about 40%
Target sequence (P16066 whole entry, looked up): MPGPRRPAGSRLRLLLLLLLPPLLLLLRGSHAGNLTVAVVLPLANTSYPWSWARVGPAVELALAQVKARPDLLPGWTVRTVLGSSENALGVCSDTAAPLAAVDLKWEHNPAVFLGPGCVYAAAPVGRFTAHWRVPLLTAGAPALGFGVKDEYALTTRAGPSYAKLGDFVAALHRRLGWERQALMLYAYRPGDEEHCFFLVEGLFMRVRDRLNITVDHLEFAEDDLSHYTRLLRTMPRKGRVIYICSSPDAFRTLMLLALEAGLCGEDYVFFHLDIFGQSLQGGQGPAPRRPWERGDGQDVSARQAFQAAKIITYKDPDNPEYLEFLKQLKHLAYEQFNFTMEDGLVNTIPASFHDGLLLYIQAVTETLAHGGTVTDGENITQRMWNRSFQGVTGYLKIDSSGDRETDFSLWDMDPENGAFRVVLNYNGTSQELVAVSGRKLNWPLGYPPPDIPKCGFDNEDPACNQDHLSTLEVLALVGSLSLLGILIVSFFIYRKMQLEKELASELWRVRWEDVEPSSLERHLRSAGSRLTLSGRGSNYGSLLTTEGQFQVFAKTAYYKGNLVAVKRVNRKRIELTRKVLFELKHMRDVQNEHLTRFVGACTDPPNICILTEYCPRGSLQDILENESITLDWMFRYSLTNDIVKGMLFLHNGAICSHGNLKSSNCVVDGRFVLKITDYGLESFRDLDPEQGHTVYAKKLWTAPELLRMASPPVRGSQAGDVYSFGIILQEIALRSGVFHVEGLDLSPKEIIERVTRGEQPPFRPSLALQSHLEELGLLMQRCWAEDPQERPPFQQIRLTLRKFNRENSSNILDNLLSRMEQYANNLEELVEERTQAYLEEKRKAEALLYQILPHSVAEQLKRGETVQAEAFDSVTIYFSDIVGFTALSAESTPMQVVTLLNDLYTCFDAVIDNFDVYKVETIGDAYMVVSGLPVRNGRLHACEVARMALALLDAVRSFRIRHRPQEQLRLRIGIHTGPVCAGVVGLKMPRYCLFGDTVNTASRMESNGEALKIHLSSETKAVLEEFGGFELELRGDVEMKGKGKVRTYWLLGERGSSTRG
ADAM10 inh: human ADAM10 inhibitors, primary screen, biochemical, QFRET, HTS. Disintegrin and metalloproteinase domain-containing protein 10 (Homo sapiens), O14672. recombinant ADAM10, EDANS/DABCYL FRET peptide cleavage, 3 h. inhibition, % at 7 µM. hit rate 0.62% among 370,000;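 active = inhibition above a per-campaign cutoff equal to the mean of compounds falling between control-based bounds plus 3 SD, cut at about 20% in these data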;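 also: 0% = DMSO wells while the 100% control is not disclosed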
HGIII-sPLA2 inh: human group III sPLA2 inhibitors, primary screen, biochemical, QFRET, BODIPY PC-A2 liposome substrate; inhibition, % at 12.2 µM; Group 3 secretory phospholipase A2 (Homo sapiens), Q9NZ20; QFRET BODIPY PC-A2 liposome hydrolysis, fluorescence; AID 743126, 2013; hit rate 0.56% among 370,000;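 active = inhibition above mean plus 3 SD of compounds lying within the high and low control bounds, cut at about 19% in these data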;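 also: 0% = median of test compound wells and 100% = no enzyme DMSO wells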
NPR2 activator: human GC-B receptor activators, primary screen, HEK293 GC-B cells, cGMP TR-FRET, EC30 CNP. Atrial natriuretic peptide receptor 2 (Homo sapiens), P20594. 0% at EC30 CNP, 100% saturating CNP. activation, % at 10 µM. hit rate 0.11% among 370,000. AID 1920062, 2024;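 active = activation at 10 µM reaching about 35% in either raw or pattern-adjusted values, limit read from the data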
DAX1 inh-2: DAX1 (NR0B1) inhibitors, primary screen, cell-based, HEK293, Gal4-DAX1, luciferase luminescence; Nuclear receptor subfamily 0 group B member 1 (Homo sapiens), P51843; AID 504766, 2011; hit rate 0.99% among 340,000; inhibition, % at 6.75 µM; HEK293 Gal4-DAX1 luciferase reporter;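 active = inhibition above the mean over all tested compounds plus 3 SD, cut at about 4.2% in these data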;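 also: 0% = DAX1-transfected cells with DMSO and 100% = empty-vector control cells with DMSO; inhibition shows as a rise in luminescence from relieved DAX1 repression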
ssDAF-12 act: S. stercoralis DAF-12 nuclear receptor activators, primary screen, cell-based, luminescence, HEK293, GRIP1 co-expression, lit1-tk-luc. Nuclear hormone receptor DAF-12 (Strongyloides stercoralis). HEK293 ssDAF-12/GRIP1 lit1-tk-luc reporter; % of 3 µM dafachronic acid response. activation, % at 6.8 µM. hit rate 1% among 370,000;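 active = activation above the mean over all tested compounds plus 3 SD, cut at about 0.9% in these data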;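 also: 0% = DMSO-only wells and 100% = 3 µM delta7-dafachronic acid wells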
Numbers without * were called inactive; . = no result given.

SMILES | hcDAF12 agonist | SMARCA2 activ | DAX1 inh-1 | FXN GAA850 act | hgDAF12 agonist | NPR1 activator | ADAM10 inh | HGIII-sPLA2 inh | NPR2 activator | DAX1 inh-2 | ssDAF-12 act
COc1ccccc1N(CC(=O)NCc1ccc(F)cc1)C(=O)CCC(=O)Nc1ccccn1 | -1.3 | 4 | -0.5 | 0.1 | -1.9 | -4 | -4 | 0 | -11 | -0.5 | -1.3
CC(C)CCNC(=O)C1CCCN(S(=O)(=O)c2ccc3c(c2)CC(C)N3C(=O)C2CC2)C1 (configuration not stated) | -0.9 | 0 | -1.4 | -0.4 | 0.1 | 6 | 9 | 2 | 6 | 1.2 | -1.3
Cc1cc(F)ccc1C(=O)N1CCC(Oc2cccnc2)CC1 | -0.9 | -1 | -1.0 | . | 3.0 | 2 | -2 | 1 | 5 | . | 0.1
COc1cc(C(=O)N[C@H](C(=O)OCC(=O)NC2CCCCCC2)C(C)C)cc(OC)c1OC | -0.1 | 1 | 1.5 | -0.2 | -1.8 | -2 | 0 | 0 | -2 | -1.0 | -1.2
CC(=O)c1c(C)[nH]c(C(=O)NCc2ccc(Cl)cc2)c1C | 0.2 | -5 | -0.8 | -2.3 | -1.1 | -1 | -5 | 8 | -2 | 0.2 | -1.6
CN(CCCC(=O)N1CCCC(C(N)=O)C1)S(=O)(=O)c1ccc(F)cc1 (configuration not stated) | 1.8 | -4 | 0.1 | -0.1 | 1.2 | 5 | 2 | 8 | 0 | -0.5 | -1.4
CC(=O)c1cc(-c2ccccc2)n(CC(=O)NCc2ccccc2Cl)c1C | 2.7 | -4 | -0.5 | . | 0.7 | -2 | 1 | -5 | -3 | . | 0.0
CCc1nnc(NC(=O)OCc2ccccc2)s1 | -0.5 | 2 | 1.1 | 1.3 | 3.5 | 4 | 4 | -6 | 4 | 0.9 | -0.2
O=C(NC1CCCC1)C(c1cc2c(cc1[N+](=O)[O-])OCO2)N1CCCC1 (configuration not stated) | 2.3 | 0 | 1.1 | 1.9 | 2.9 | -4 | -31 | -6 | -3 | -0.4 | -1.6
CN(/N=C/c1ccccc1)C(=S)c1ccccc1 | 0.0 | -2 | 0.2 | 0.9 | 5.0 | -4 | 5 | 2 | 0 | -0.8 | -1.1

One compound at a time, as listed above. Screens in order: hcDAF12 agonist | SMARCA2 activ | DAX1 inh-1 | FXN GAA850 act | hgDAF12 agonist | NPR1 activator | ADAM10 inh | HGIII-sPLA2 inh | NPR2 activator | DAX1 inh-2 | ssDAF-12 act
Record of `Cc1cc(F)ccc1C(=O)N1CCC(Oc2cccnc2)CC1` → -0.9 | -1 | -1.0 | . | 3.0 | 2 | -2 | 1 | 5 | . | 0.1
Record of `CN(CCCC(=O)N1CCCC(C(N)=O)C1)S(=O)(=O)c1ccc(F)cc1` (configuration not stated) → 1.8 | -4 | 0.1 | -0.1 | 1.2 | 5 | 2 | 8 | 0 | -0.5 | -1.4
Record of `COc1ccccc1N(CC(=O)NCc1ccc(F)cc1)C(=O)CCC(=O)Nc1ccccn1` → -1.3 | 4 | -0.5 | 0.1 | -1.9 | -4 | -4 | 0 | -11 | -0.5 | -1.3

The list goes on:
SMILES | hcDAF12 agonist | SMARCA2 activ | DAX1 inh-1 | FXN GAA850 act | hgDAF12 agonist | NPR1 activator | ADAM10 inh | HGIII-sPLA2 inh | NPR2 activator | DAX1 inh-2 | ssDAF-12 act
Cc1ccc(C)c(C2=CSC3=NCCN23)c1 | 6.2* | 1 | -0.7 | -3.2 | 0.9 | 1 | -3 | -8 | 5 | 0.4 | -0.4
COc1ccc(NC(=O)Cc2nnc(SCC(=O)c3ccc(F)cc3)n2C)cc1 | 3.8 | 3 | -0.1 | 2.2 | -0.1 | 0 | -5 | -18 | 4 | 1.3 | -1.5
CCCN(CC(=O)Nc1ccccc1C)C(=O)C1CCN(S(=O)(=O)c2ccccc2C(F)(F)F)CC1 | -2.0 | 0 | 1.3 | -2.2 | -3.1 | 0 | -1 | -6 | 0 | 1.5 | -1.3
Cc1ccc(NC(=O)CSc2nc3[nH]ncc3c(=O)[nH]2)cc1 | -0.5 | 3 | -0.5 | 3.4 | 1.5 | 2 | -6 | 0 | 3 | 3.4 | -1.2
Cc1ccc(/C=N/n2c(-c3cccc(Cl)c3)n[nH]c2=S)o1 | -1.4 | -2 | 0.4 | 2.0 | 4.4 | -1 | 1 | 12 | -12 | . | -0.5
COc1ccc(-c2ccccc2)cc1NCc1ccccc1C | -0.8 | -4 | 1.0 | 1.8 | 6.0 | -1 | -25 | 5 | 0 | -0.6 | -0.6
CCCC(=O)c1ccc(N2CCCCC2)c(F)c1 | 0.1 | -1 | 0.3 | 4.9 | 3.1 | 4 | -5 | 7 | 3 | -0.1 | -1.2
COc1ccc(C)cc1NC(=O)CN(Cc1nnc(-c2ccc(Cl)cc2)o1)C1CCCC1 | -2.2 | -1 | -0.1 | -0.1 | 2.8 | -31 | 9 | -18 | -13 | -1.9 | -1.1
Cc1cccc(-n2nnnc2SCC(=O)c2cc(C)n(Cc3ccco3)c2C)c1 | -0.9 | -2 | -1.1 | -1.3 | 1.1 | 4 | -3 | -8 | 7 | 0.0 | -0.6
Cc1ccc(C)c(SCC(=O)NNC(=O)c2csc(N3CCOCC3)n2)c1 | -0.3 | 2 | -0.9 | 0.9 | 1.3 | -4 | 9 | 4 | -4 | 0.3 | -1.2
CC1(C)NC(=O)N(CCOCCOc2ccccc2)C1=O | -1.2 | -3 | 0.2 | -0.1 | 0.1 | 3 | 9 | 4 | 1 | 0.4 | -1.0
O=C(COC(=O)c1cc(=O)[nH]c2ccccc12)Nc1ccc(Cl)cn1 | 0.5 | -2 | -0.4 | 1.7 | -0.8 | -3 | -30 | 14 | -12 | 0.0 | 0.0
O=C(COC(=O)CNC(=O)c1ccc(Cl)cc1Cl)NNC(=O)c1ccccc1 | -2.1 | -3 | -0.3 | 1.2 | 1.8 | 4 | -13 | 12 | -7 | 0.6 | -0.7
CCN(CC)CCCNC(=O)c1ccccc1C | 2.7 | 2 | -0.1 | -1.2 | 0.2 | 4 | 0 | -1 | 8 | 0.7 | -1.7
CCOC(=O)c1c(NC(=O)CN2CCOCC2)sc2c1CCCC2 | -3.5 | -2 | -1.7 | 1.6 | 1.5 | 11 | -13 | -5 | 8 | -1.1 | -1.3
C/C(=C\c1ccccc1)C1NC(=O)c2c(sc3c2CCCC3)N1 (configuration not stated) | -3.2 | 0 | -1.4 | -5.6 | -8.8 | -3 | -70 | -10 | -2 | 2.7 | -2.7
Cc1c(O)c(=O)ccn1Cc1ccccc1 | -1.0 | 2 | 0.6 | 0.4 | 0.2 | 2 | 0 | 7 | 3 | 2.8 | -0.6
O=C(Cn1nc(-c2cccc(Cl)c2)ccc1=O)NCC1COCCO1 (configuration not stated) | 3.2 | 3 | 0.8 | 1.1 | -0.4 | 0 | -8 | 0 | -1 | -3.7 | -1.1
Cc1cc(N2CCOCC2)ccc1/C=C1\NC(=O)N(Cc2ccccc2)C1=O | -0.8 | 1 | -0.1 | 0.6 | -3.4 | 4 | -2 | -2 | 1 | -2.2 | -1.8
O=C(NCC(=O)N(Cc1ccc(F)cc1)C(C(=O)NCC1CCCO1)c1ccccc1)c1ccco1 (configuration not stated) | -2.9 | -1 | -0.6 | 1.1 | -0.9 | -1 | 2 | 14 | 2 | 1.3 | -0.8

Next part, overlapping the part above by 2 compounds.
SMILES | hcDAF12 agonist | SMARCA2 activ | DAX1 inh-1 | FXN GAA850 act | hgDAF12 agonist | NPR1 activator | ADAM10 inh | HGIII-sPLA2 inh | NPR2 activator | DAX1 inh-2 | ssDAF-12 act
Cc1cc(N2CCOCC2)ccc1/C=C1\NC(=O)N(Cc2ccccc2)C1=O | -0.8 | 1 | -0.1 | 0.6 | -3.4 | 4 | -2 | -2 | 1 | -2.2 | -1.8
O=C(NCC(=O)N(Cc1ccc(F)cc1)C(C(=O)NCC1CCCO1)c1ccccc1)c1ccco1 (configuration not stated) | -2.9 | -1 | -0.6 | 1.1 | -0.9 | -1 | 2 | 14 | 2 | 1.3 | -0.8
COc1ccc(-c2c(C)nn3c(C)cc(C)nc23)cc1 | -0.7 | -2 | -0.8 | 2.5 | -0.2 | -5 | 4 | 3 | -2 | 1.1 | -1.3
Cc1cc(C)n(-c2ccc(NC(=O)C3CCCCN3Cc3cccc4c3OCO4)cc2)n1 (configuration not stated) | -3.2 | -2 | -0.4 | -4.8 | 0.8 | 0 | -2 | -4 | 4 | 0.9 | -0.8
O=C(Oc1ccc2cccc(OC(=O)N3CCOCC3)c2c1)N1CCOCC1 | -1.6 | -1 | -0.2 | -0.6 | -1.5 | 4 | -7 | -4 | -3 | -0.3 | -1.4
O=C(NCCN1CCOCC1)c1ccc(N2CCCC2)c([N+](=O)[O-])c1 | -2.2 | 4 | -0.6 | 3.7 | -5.0 | 2 | 6 | 3 | 0 | 0.0 | -0.4
CC(=O)N1N=C(c2ccccc2)CC1c1cccc([N+](=O)[O-])c1 (configuration not stated) | -2.1 | -3 | -0.9 | 1.3 | -2.2 | 4 | 3 | 16 | 2 | 0.9 | -0.6
Cc1nn(CC(=O)NCc2cccs2)c(=O)c2nn(-c3ccccc3)c(C)c12 | 1.6 | -1 | 0.1 | 0.0 | -0.1 | -2 | -5 | 0 | -16 | -0.5 | -1.0
CN(C(=O)COc1ccc(Cl)cc1)C1(C)CCS(=O)(=O)C1 (configuration not stated) | -1.3 | -1 | -0.9 | -0.1 | -1.8 | 2 | -4 | 6 | 2 | 1.9 | -0.8
COc1ccc(COCC(O)CN(Cc2ccco2)Cc2ccccc2O)cc1 (configuration not stated) | -1.2 | -2 | -0.4 | -1.8 | -1.6 | -1 | 2 | -6 | -1 | -0.6 | -2.2
CCOC(=O)c1sc(NC(=O)c2ccco2)nc1C | 1.8 | -2 | 0.9 | 1.3 | -0.7 | -1 | -7 | 12 | -2 | 1.3 | -1.1
CCOC(=O)Cc1csc(NC(=O)CSc2nnc(-c3ccncc3)o2)n1 | 2.8 | -2 | 1.2 | 1.0 | -1.4 | -3 | -5 | 1 | 1 | . | -0.2
C=CCn1nnnc1SCC(=O)Nc1cccc(C(F)(F)F)c1 | -2.6 | 0 | 0.6 | 1.3 | 3.4 | -1 | 2 | 5 | -1 | 0.3 | -1.1
